High-throughput results deposited in PubChem by National Center for Advancing Translational Sciences (NCATS).
NPSR antag: qHTS Assay for Antagonists of the Neuropeptide S Receptor: cAMP Signal Transduction; Q6W5P4; CHO-NPSR cells, cAMP TR-FRET, antagonist mode; Potency, µM (highest dose often 38.3 µM), inactives show top-dose activity change, negative = inhibition, hits mostly inhibitors; 1% of 220,000 active; also: potency is read from the fitted curve at half-maximal effect; % is scaled to controls: 0 for no effect and ±100 for the full control effect; nearly all actives have a fitted effect of over 50% in size; many of its hits are not listed in these tables
CBFb-RUNX1 inh: qHTS Assay for Compounds Blocking the Interaction Between CBF-beta and RUNX1 for the Treatment of Acute Myeloid Leukemia | AlphaScreen CBFb-His/RUNX1-biotin binding, biochemical | Runt-related transcription factor 1 (Homo sapiens) + Core-binding factor subunit beta … | 230,000 tested, under 10 active | AID 1477, 2009 | Potency, µM (doses to about 59.8 µM), inactives show top-dose activity, negative = inhibition, hits mostly inhibitors; also: % of control where 0% means no effect
Target sequence (Q01196 whole entry, looked up): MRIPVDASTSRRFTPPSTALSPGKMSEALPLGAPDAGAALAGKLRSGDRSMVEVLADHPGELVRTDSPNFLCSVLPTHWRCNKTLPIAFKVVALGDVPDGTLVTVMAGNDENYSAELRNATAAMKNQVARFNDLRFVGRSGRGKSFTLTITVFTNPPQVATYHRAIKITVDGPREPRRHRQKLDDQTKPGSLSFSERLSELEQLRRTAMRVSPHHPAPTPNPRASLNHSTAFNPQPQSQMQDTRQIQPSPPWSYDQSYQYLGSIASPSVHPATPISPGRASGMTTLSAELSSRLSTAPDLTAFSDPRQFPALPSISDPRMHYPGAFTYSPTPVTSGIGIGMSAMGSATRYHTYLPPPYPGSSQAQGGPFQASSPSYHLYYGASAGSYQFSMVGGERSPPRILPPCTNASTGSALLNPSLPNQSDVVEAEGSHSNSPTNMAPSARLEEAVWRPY
Target sequence (Q13951 whole entry, looked up): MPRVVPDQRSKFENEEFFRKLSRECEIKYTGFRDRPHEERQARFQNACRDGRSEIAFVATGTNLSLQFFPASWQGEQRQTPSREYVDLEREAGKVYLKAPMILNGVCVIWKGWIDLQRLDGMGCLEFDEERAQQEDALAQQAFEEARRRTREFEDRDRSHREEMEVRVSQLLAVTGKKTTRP
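Proteins preincubated together for 20 min at RT before compound addition; 15 min later, nickel and streptavidin beads were added and left 90 min prior to AlphaScreen measurement.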
Tau fluor cs: Counterscreen qHTS for Inhibitors of Tau Fibril Formation, Fluorescence Polarization | Potency, µM (top dose mostly 57.7 µM), inactives show at the highest dose activity change, negative = decrease | 0.93% of 280,000 active | tau K18 P301L Alexa594 fluorescence, heparin fibrillization; also: potency is read from the fitted curve at half-maximal effect; % is scaled to controls: 0 for no effect and ±100 for the full control effect; nearly all actives have a fitted effect of over 55% in size
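Human tau K18 P301L (15 uM unlabeled, 0.24 uM Alexa 594-labeled) in 100 mM sodium acetate pH 7 with 20 uM heparin, 6 hr at 37 C. ThT 30 uM added, 1 hr ambient; Alexa 594 FP and total fluorescence read at 555/632 nm.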
aGal spleen mod: qHTS Assay for Inhibitors and Activators of Human alpha-Galactosidase From Spleen Homogenate. Alpha-galactosidase A (Homo sapiens), P06280. human spleen homogenate, 4MU-alpha-Gal fluorescence, 40 min. Potency, µM (series often up to 80 µM), for inactives: at the highest dose activity change, negative = inhibition, most hits filed as inhibitors. 0.008% of 240,000 active. AID 2107, 2009;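 also: potency is read from the fitted curve at half-maximal effect; 0% = enzyme with vehicle and -100% = no enzyme basal signal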
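Spleen homogenate 1 ug + cpd (titration) + 4-MU-alpha-D-galactopyranoside 1 mM; 37C 40 min; 50 mM citrate/phosphate pH 5.0, 0.01% Tween-20; stop pH 10; fluorescence 365/440; AC50 via Hill.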
Tau FP inhib: qHTS for Inhibitors of Tau Fibril Formation, Fluorescence Polarization; Microtubule-associated protein tau (Homo sapiens), P10636; K18 P301L tau heparin fibrillization, Alexa594 FP, 6 h; Potency, µM (highest dose often 57.7 µM), inactives show top-dose activity, negative = inhibition, usual class: inhibitors; 0.39% of 280,000 active; AID 1468, 2008; also: potency is read from the fitted curve at half-maximal effect; % is scaled to controls: 0 for no effect and ±100 for the full control effect; nearly all actives have a fitted effect of over 55% in size
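Steps: dispense K18 P301L tau (15 uM plus 0.24 uM Alexa 594 tracer, final) in pH 7 sodium acetate; add compound; add heparin (20 uM final); incubate 6 hr, 37 C; add ThT (30 uM final); after 1 hr ambient, read FP.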
TRb-SRC2 inh: qHTS for Inhibitors of the Interaction of Thyroid Hormone Receptor and Steroid Receptor Coregulator 2; Thyroid hormone receptor beta (Homo sapiens), P10828; TRbeta-SRC2 peptide binding, fluorescence polarization; receptor liganded with 1 µM T3; Potency, µM (doses to about 106 µM), inactives show top-dose activity change, negative = inhibition, usual class: inhibitors; 0.065% of 280,000 active;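 also: potency is read from the fitted curve at half-maximal effect; plate controls were bound peptide for no effect and peptide without receptor for full effect; nearly all actives have a fitted effect of over 50% in size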
Target sequence (P10828 whole entry, looked up): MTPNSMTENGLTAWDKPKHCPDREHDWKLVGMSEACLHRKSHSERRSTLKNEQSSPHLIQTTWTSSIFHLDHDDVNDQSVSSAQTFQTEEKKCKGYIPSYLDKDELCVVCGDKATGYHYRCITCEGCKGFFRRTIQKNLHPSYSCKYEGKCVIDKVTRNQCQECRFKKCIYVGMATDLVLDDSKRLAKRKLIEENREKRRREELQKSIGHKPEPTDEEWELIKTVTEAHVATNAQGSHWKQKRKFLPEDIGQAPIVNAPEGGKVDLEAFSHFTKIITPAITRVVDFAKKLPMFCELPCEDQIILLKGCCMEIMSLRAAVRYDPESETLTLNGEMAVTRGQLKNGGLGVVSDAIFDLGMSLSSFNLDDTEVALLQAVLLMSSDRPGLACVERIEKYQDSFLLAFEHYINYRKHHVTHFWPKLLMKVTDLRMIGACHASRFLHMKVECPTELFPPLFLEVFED
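Polarization signal, normalized between peptide-alone and full complex controls, measured compound effects on T3-liganded human TRb LBD (0.6 uM) binding 20 nM Texas Red SRC2 peptide after 5 hr.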
TR SRC2 fluor cs: Total Fluorescence Counterscreen for Inhibitors of the Interaction of Thyroid Hormone Receptor and Steroid Receptor Coregulator 2; TRb/SRC2 Texas Red total fluorescence interference; Potency, µM (doses to about 106 µM), for the others: top-dose fluorescence change, negative = quenching; 0.29% of 280,000 active; AID 1479, 2009; active = well fitted curve in either direction with a large enough effect; inconclusive = small, poorly fitted or top-dose-only effect; also: potency is read from the fitted curve at half-maximal effect; % is scaled to controls: 0 for no effect and ±100 for the full control effect
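Human TRb ligand-binding domain at 0.6 uM with 20 nM Texas Red SRC2 peptide in Tris buffer containing 1 uM T3 and 5% DMSO, incubated with compound 5 h at ambient temperature. Total fluorescence (555/632 nm) calculated as parallel + 2 × perpendicular.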
Epigenetic reg: Quantitative High-Throughput Screen for Regulators of Epigenetic Control; AID 1865, 2009; murine LDR cells, GFP reporter derepression, 30 h; 0.2% of 280,000 active; Potency, µM (top dose mostly 53.9 µM), for the others: at the top dose GFP activation, most hits filed as activators; also: potency is read from the fitted curve at half-maximal effect; % of control where 0% means no effect; nearly all actives have a fitted effect of over 60% in size
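Derepression of a silenced CMV-GFP reporter in murine LDR cells is scored by enumerating GFP-positive cells with a laser-scanning microplate cytometer after 30 hours of treatment at 37 C.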
* hit, by the source's call; ? = inconclusive; . = no result given; & = joins results of further samples; [ ] = remark or other dose. Unless noted, calls follow the shape of the dose curve; as a rule, active = well fitted curve in the direction sought with a large enough effect; inconclusive = small, poorly fitted or top-dose-only effect, or another doubt; inactive = no such curve, though single readings can be large; an effect the other way counts as inactive or inconclusive.

SMILES	NPSR antag	CBFb-RUNX1 inh	Tau fluor cs	aGal spleen mod	Tau FP inhib	TRb-SRC2 inh	TR SRC2 fluor cs	Epigenetic reg
O=C(Nc1ccc2c(c1)OCO2)c1ccc(Br)s1	8%[46.1 µM]	4%	?	6%	7%	-16%	-3%	-2.1%
O=C(CN1CCOCC1)c1c[nH]c2ccccc12	6%[46.1 µM]	-1%	-7%	1%	1%	4%	1%	-0.9%
Cc1onc(-c2c(F)cccc2Cl)c1C(=O)c1ccccc1O	47%	22%	-17%	-4%	-6%	3%	0%	2.1%
O=[n+]1c2c(n([O-])c3cc(F)ccc31)CCCC2	-9%[46.1 µM]	4%	-10%	6%	-1%	-11%	-2%	-0.9%
CCN(Cc1ccncc1)C(=O)c1cc(Br)cc(Br)c1O	5%	1%	4%	-2%	0%	-6%	2%	2.1%
COc1ccc(N2CCN(S(=O)(=O)CCNC(=O)COc3ccccc3F)CC2)cc1	.	.	-17%	.	10%	1%	-5%	-1.7%
O=C(CCc1nc2ccccc2[nH]1)N1CCN(C(=O)c2ccco2)CC1	16%	-2%[2.36 µM]	-9%	-2%	-2%	2%	0%	14%
COc1ccc(/C=N/NC(=O)CNC(=O)c2ccc(S(=O)(=O)N3CCCC3)cc2)c(OC)c1	-9%	-25%	-7%	0%	4%	-5%	0%	2.0%
CCOC(=O)c1cnn(-c2nc(-c3ccccc3F)cs2)c1C(F)(F)F	-17%[46.1 µM]	7%	-13%	8%	-2%	10%	0%	0.0%
C=CCn1c(N2CCOCC2)nc2c1c(=O)[nH]c(=O)n2C	6%	5%	-2%	-5%	3%	-6%	0%	3.9%
COc1cc(NC(=O)Cn2c(=O)n(CC3CCC(C(=O)NCCc4ccccc4)CC3)c(=O)c3ccccc32)cc(OC)c1 (stereo unspecified)	.	.	-21%	.	?	-1%	1%	0.3%
COc1ccc(CNC(=O)CN2C(=O)CSc3ccc(S(=O)(=O)N(C)C)cc32)cc1	.	.	-6%	.	1%	-4%	0%	-2.0%
Cc1ccc(/C=N/NC(=O)c2csc3c2CCCC3)cc1	12%[46.1 µM]	2%	-19%	0%	-11%	2%	-5%	1.1%
Cc1ccc(S(=O)(=O)NC(CC(C)C)C(=O)Oc2ccc3c4c(c(=O)oc3c2)CCC4)cc1 (stereo unspecified)	?	-2%	-14%	?	-6%	-2%	-1%	0.0%
CC(C)[C@@H](OCc1ccccc1)[C@H](C)/C=N\O[C@@H](C)c1cn([C@@H]2COC[C@@H]2O)nn1	.	16%[13.1 µM]	-3%[11.6 µM]	7%[17.5 µM]	-4%[11.6 µM]	-1%[11.2 µM]	-5%[11.2 µM]	0.8%[10.1 µM]
O=C(NCCc1c[nH]c2ccccc12)/C(=C\c1ccco1)NC(=O)c1ccco1	1%	2%	1%	-6%	6%	4%	-4%	-0.9%
Cc1ccc2cc3c(NC(=O)C4CCCO4)nn(CC(C)C)c3nc2c1 (stereo unspecified)	-5%[46.1 µM]	?	-11%	26%	6%	-21%	2%	1.0%
Cc1cc(C)cc(-n2nnnc2SCC(=O)N2CCOCC2)c1	-7%[46.1 µM]	0%	-5%	2%	-5%	-3%	-4%	0.0%
CCOC(=O)C(C)Sc1nnc(CSc2nc3nc(C)cc(C)n3n2)o1 (stereo unspecified)	6%	2%	7%	-1%	7%	-1%	1%	-0.6%
O=C(COC(=O)/C=C/c1ccc(Cl)cc1)NCCN1C(=O)CSC1=O	1%	7%	-7%	-8%	4%	0%	0%	0.0%
CC(C)c1nc2sc3c(=O)[nH]cnc3c2c2c1CCCC2	?	7%	-15%	-2%	-8%	1%	-3%	1.3%
CC(=O)NNc1ncnc2c1cnn2-c1ccccc1	9%	-17%	-6%&-10%	3%	?	6%&3%	-10%&-3%	-0.1%&-1.1%
O=C(C1CCCN(Cc2ccccc2)C1)N1CCc2ccccc2C1 (stereo unspecified)	-3%[46.1 µM]	-1%	-3%	-4%	-2%	-10%	-2%	-1.7%
Cc1ccccc1NC(=O)[C@H](CSCc1ccccc1)N1Cc2ccccc2C1=O	.	.	-25%	.	-3%	-3%	-1%	-1.1%
Cn1c(=O)c2c(ncn2CC(=O)OCC(=O)Nc2ccc(Cl)cc2)n(C)c1=O	13%	18%	16%	2%	9%	3%	4%	4.6%
Further compounds:
SMILES	NPSR antag	CBFb-RUNX1 inh	Tau fluor cs	aGal spleen mod	Tau FP inhib	TRb-SRC2 inh	TR SRC2 fluor cs	Epigenetic reg
COc1cc(C(=O)Nc2cc(C)cc(C)c2)c(-n2cnnn2)cc1OC	-2%	-10%	-2%	9%	-4%	4%[53 µM]	0%[53 µM]	0.2%
O=C(CNC(=O)C(c1ccccc1)c1ccccc1)N/N=C\c1ccc2c(c1)OCO2	-21%	0%	6%	3%	-7%	-4%	5%	1.0%
Cc1ccc(-c2nnc(Nc3ccc(OCC(N)=O)cc3)c3ccccc23)cc1S(=O)(=O)NCC1CCCO1 (stereo unspecified)	.	.	?	.	14%	14%	-11%	0.4%
CC(=O)N1CCCc2cc(S(=O)(=O)Nc3ccc4c(c3)OCO4)ccc21	-8%[46.1 µM]	-15%	-20%	5%	3%	-21%	2%	0.0%
CNC(=O)COC(=O)c1cc(-c2ccc(OC)cc2)nc2ccccc12	-12%	-13%	-10%	7%	1%	1%	-2%	1.6%
Clc1ccc2nc(CSc3nncn3-c3ccccc3)cn2c1	-9%[46.1 µM]	2%	0%	6%	0%	2%	0%	0.0%
Cc1nc(CN2CCCCC2)cc(=O)[nH]1	11%	12%	-3%	-11%	0%	-7%	-3%	-1.5%
CC(C)NC(=O)c1ccc2c(c1)nc1n2CCCCC1	.	.	2%	.	-1%	3%	-1%	3.4%
CCOC(=O)CNS(=O)(=O)c1cc(-c2nnc(Nc3ccc4c(c3)OCO4)c3ccccc23)ccc1C	?	-1%	?	5%	7%	3%	-3%	2.3%
CC(C)c1ccc(NS(=O)(=O)c2ccc(Cl)nc2)cc1	3%	2%	-10%	-4%	12%	-8%	1%	-0.9%
CC(C)(C)n1ncc2c(=O)n(CC(=O)N3CCCc4ccccc43)cnc21	1%[46.1 µM]	1%	1%	-9%	4%	-6%	-4%	-0.5%
CC1=Nc2cc(C(=O)NC3CCCC3)ccc2Sc2ccc(C)cc21	.	.	-8%	.	5%	-9%	0%	9.4%
CCOC(=O)c1c(N)n(-c2cccc(C)c2C)c2nc3ccccc3nc12	.	.	-4%	.	8%	-1%	?	-1.6%
COc1cccc(C(=O)NC2CC3CCCC(C2)N3CC(=O)Nc2ccc(N(C)C)cc2)c1 (stereo unspecified)	-17%[46.1 µM]	-13%	-18%	6%	12%	-1%	1%	-0.9%
CCCCOc1ccc(NC(=O)CCSc2nccn2C)cc1	11%	-7%	-1%	2%	10%	0%	1%	-1.7%
Cc1ccc2c(c1)c(=O)c(S(=O)(=O)c1ccc(C)c(C)c1)cn2CC(=O)Nc1ccccc1	.	.	-16%	.	?	-3%	1%	-3.7%
Cc1cccc(-c2nc(CSc3nncn4c3cc3sccc34)c(C)o2)c1	.	.	-14%	.	-2%	6%	0%	6.6%
O=C(NC1CC1)C1CCN(C2CCN(C(=O)Cc3ccc4c(c3)OCO4)CC2)CC1	0%	-1%	-7%	4%	-9%[2.34 µM]	5%	2%	0.0%
CC(=C\C(=O)O)/C(=C/c1ccc(C)o1)C(=O)O	1%	-15%	-4%	0%	?	-7%	1%	8.0%
CC(OC(=O)c1ccncc1)C(=O)NC1CCCC1 (stereo unspecified)	6%	5%	-5%	5%	-2%	2%	-1%	0.4%
C/C=C(\C=C\[C@@H](C)C/C=C/CC/C=C/C=C\C[C@@H](OC)/C(C)=C\C=C(C)C)CC(=O)O	.	28%	.	-12%	.	0%	?	.
CSCCC(NC(=O)C1CCC(C)CC1)C(=O)NCc1ccco1 (stereo unspecified)	-10%[46.1 µM]	0%	-12%	6%	-11%	-1%	4%	-0.7%
COc1cc(C(=O)OCC(=O)c2cc(C)n(C)c2C)cc(OC)c1OC	-16%[46.1 µM]	-6%	-6%	5%	-8%	-28%	0%	-6.5%
NC(=O)C1(N2CCCCC2)CCN(CC(=O)Nc2ccccc2-c2ccccc2)CC1	6%[46.1 µM]	3%	2%	2%	?	-6%	0%	-2.0%
CCCOc1ccc(Cn2cnc3ccccc32)cc1	?	8%	-5%	0%	3%	4%	2%	-1.1%
CNc1ncc(C(=O)c2ccc(Cl)c(Cl)c2)s1	0%[46.1 µM]	-1%	-6%	-5%	3%	0%	-2%	0.0%
COc1cccc([C@@H]2Oc3ccc(Br)cc3C(=O)[C@H]2OC(=O)NCCc2ccc(OC)c(OC)c2)c1	.	-2%	-22%	3%	-2%	5%	-2%	5.0%
Cc1cc(/C=N/NC(=O)C(O)(c2ccccc2)c2ccccc2)c(C)n1-c1cccc(C(=O)O)c1	-1%	3%	3%	1%	0%	17%	-5%	-4.5%
Cc1nn(-c2ccc(F)cc2)c(C)c1NS(=O)(=O)c1ccc2ccccc2c1	-26%[46.1 µM]	0%	-20%	-5%	-6%	-2%	-4%	-0.9%

One compound at a time, as listed above:
Results for `Cc1cccc(-c2nc(CSc3nncn4c3cc3sccc34)c(C)o2)c1` → NPSR antag: .; CBFb-RUNX1 inh: .; Tau fluor cs: -14%; aGal spleen mod: .; Tau FP inhib: -2%; TRb-SRC2 inh: 6%; TR SRC2 fluor cs: 0%; Epigenetic reg: 6.6%
Results for `COc1cccc([C@@H]2Oc3ccc(Br)cc3C(=O)[C@H]2OC(=O)NCCc2ccc(OC)c(OC)c2)c1` → NPSR antag: .; CBFb-RUNX1 inh: -2%; Tau fluor cs: -22%; aGal spleen mod: 3%; Tau FP inhib: -2%; TRb-SRC2 inh: 5%; TR SRC2 fluor cs: -2%; Epigenetic reg: 5.0%

An excerpt, so the mix of outcomes need not match the whole.
